# Screens as filed in PubChem.
# TRPC4 potent – positive allosteric modulators of TRPC4, primary screen, cell-based, mouse TRPC4beta, HEK293 mu-opioid, Fluo-4 calcium; B-score at 10 µM; hit rate 0.42% among 310,000; AID 2227, 2009; Short transient receptor potential channel 4 (Mus musculus), Q9QUQ5; DAMGO EC20, Fluo-4 Ca2+ flux; hits give high values;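 active = B-score of calcium response area above 5 SD of library B-scores, with initial fluorescence ratio within 5 SD of library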;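 note: B-score of integrated fluorescence ratio over time as area under calcium response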
# KCNQ1 block – inhibitors of human KCNQ1 channel, primary screen, cell-based, thallium flux, high-throughput. CHO-K1 KCNQ1, FluxOR thallium flux fluorescence; hits give high values. B-score at 10 µM. hit rate 1.3% among 310,000. AID 2642, 2010;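 active = compounds whose thallium flux B-score, printed positive for inhibition, exceeds three library SD while starting fluorescence stays within three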;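 note: channel opened by potassium depolarization with thallium stimulus after 20 min compound exposure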
# ANO1 block – TMEM16A chloride channel inhibitors, primary screen, cell-based, HTS | Anoctamin-1 (Mus musculus), Q8BHY3 | HEK293 TMEM16A/YFP iodide influx fluorescence, ionomycin | normalized B-score (activity score, 25-100; higher = stronger inhibition) at 10 µM | hit rate 1.2% among 310,000 | AID 588511, 2011;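 active = ratio plate-corrected score three or more library SD toward inhibition, starting fluorescence score within five deviations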;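 note: score derived from kinetic fluorescence span divided by baseline fluorescence per well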
# hERG protect – hERG rescue from dofetilide block, primary screen, cell-based, CHO-hERG, FluxOR thallium flux, dofetilide IC70; Voltage-gated inwardly rectifying potassium channel KCNH2 (Homo sapiens), Q12809; dofetilide IC70 present; activation (rescue from dofetilide block), less the hit threshold, % at 10 µM; hit rate 0.51% among 310,000; AID 1511, 2009;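 active = activation above the mean of controls blocked by dofetilide plus 5 SD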;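 note: thallium influx through hERG after potassium depolarization seen as dye fluorescence rise; in these data hits start at about 4.7%; inactives centre near -7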
# Target sequence (Q12809 whole entry, looked up): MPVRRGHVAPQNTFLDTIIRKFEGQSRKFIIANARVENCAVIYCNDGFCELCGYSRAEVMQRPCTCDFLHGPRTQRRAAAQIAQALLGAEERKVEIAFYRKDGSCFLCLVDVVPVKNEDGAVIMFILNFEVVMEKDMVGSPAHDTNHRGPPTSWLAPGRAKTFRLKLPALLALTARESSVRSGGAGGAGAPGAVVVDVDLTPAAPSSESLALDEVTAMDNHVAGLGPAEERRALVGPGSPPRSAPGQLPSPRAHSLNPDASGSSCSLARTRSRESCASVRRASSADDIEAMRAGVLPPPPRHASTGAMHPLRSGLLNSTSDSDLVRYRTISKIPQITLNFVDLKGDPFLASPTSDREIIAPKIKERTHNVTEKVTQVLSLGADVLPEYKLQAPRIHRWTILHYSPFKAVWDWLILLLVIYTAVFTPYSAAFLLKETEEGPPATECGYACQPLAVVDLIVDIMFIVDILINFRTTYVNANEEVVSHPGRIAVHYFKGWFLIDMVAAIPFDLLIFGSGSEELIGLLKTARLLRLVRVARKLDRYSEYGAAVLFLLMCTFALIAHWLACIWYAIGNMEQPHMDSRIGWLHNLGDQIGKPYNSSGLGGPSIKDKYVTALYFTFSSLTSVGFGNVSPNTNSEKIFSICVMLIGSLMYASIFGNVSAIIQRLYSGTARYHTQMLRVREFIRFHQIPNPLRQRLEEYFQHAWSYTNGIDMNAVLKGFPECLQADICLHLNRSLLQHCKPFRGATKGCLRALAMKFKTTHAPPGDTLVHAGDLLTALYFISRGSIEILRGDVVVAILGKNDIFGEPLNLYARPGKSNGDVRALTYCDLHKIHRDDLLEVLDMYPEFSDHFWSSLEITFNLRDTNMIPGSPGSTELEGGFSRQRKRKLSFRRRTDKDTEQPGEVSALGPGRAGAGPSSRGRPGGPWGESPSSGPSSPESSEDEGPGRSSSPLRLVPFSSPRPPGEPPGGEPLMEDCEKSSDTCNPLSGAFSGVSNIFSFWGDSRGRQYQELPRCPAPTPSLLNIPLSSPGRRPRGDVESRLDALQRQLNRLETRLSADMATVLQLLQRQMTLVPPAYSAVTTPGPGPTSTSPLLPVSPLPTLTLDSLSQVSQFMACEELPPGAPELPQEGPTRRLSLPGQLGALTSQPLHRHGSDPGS
# KCNK3 block – human KCNK3 channel inhibitors, primary screen, CHO cells, FluxOR thallium flux, B-score. FluxOR fluorescence; hits give low values. B-score at 10 µM. hit rate 0.84% among 340,000. AID 602410, 2012;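 active = B-score under library mean minus 4 SD, starting fluorescence ratio at most library mean plus 5 SD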;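 note: more negative B-score means stronger inhibition of thallium flux through KCNK3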
# KCNK9 inh – KCNK9 potassium channel inhibitors, primary screen, HEK293 cells, thallium flux; Potassium channel subfamily K member 9 (Homo sapiens), Q9NPC2; FluxOR thallium flux fluorescence; hits give low values; B-score at 10 µM; hit rate 1.2% among 310,000;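 active = ratio B-score over 3 SD below the library mean, with starting fluorescence within 5 SD of its mean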;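 note: negative B-score means less thallium flux so channel inhibition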
# HDAC3 inh – HDAC3 deacetylase inhibitors, primary screen, biochemical, fluorescence, cell-free homogeneous; Histone deacetylase 3 (Homo sapiens), O15379; recombinant HDAC3, fluorogenic peptide/trypsin coupled; inhibition, % at 8.3 µM; hit rate 0.15% among 320,000; in the data active = inhibition above about 26%, passing the limit was not always enough
# KCNQ1 act – potentiators or activators of KCNQ1 channel, primary screen, cell-based, thallium flux, high-throughput; Potassium voltage-gated channel subfamily KQT member 1 (Homo sapiens), P51787; CHO-K1 KCNQ1, thallium flux FluxOR fluorescence; hits give high values; B-score at 10 µM; hit rate 0.35% among 310,000; AID 2648, 2010;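 active = fluorescence ratio B-score, a plate-corrected score, at least three library SD, with initial intensity B-score within 5 SD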
#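 Doses: Single concentration per compound, DMSO matched to controls | Test system: KCNQ1-transfected CHO-K1 cells | Timing: 90 min dye loading and 20 min compound exposure, both at room temperature | Measured by: Kinetic FluxOR thallium fluorescence, 10-s 1-Hz baseline, 110-s post-stimulus read | Medium: Assay buffer with matched DMSO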
# TRPC4 agonist – activators of mouse TRPC4 channel, primary screen, Fluo4 calcium, HEK293 TRPC4beta/mu-opioid cells; Fluo4 calcium fluorescence; hits give high values; B-score at 10 µM; AID 2237, 2010; hit rate 0.49% among 310,000; Short transient receptor potential channel 4 (Mus musculus), Q9QUQ5;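 active = B-score above 5 SD of library B-scores, and initial fluorescence ratio not above library mean plus 5 SD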;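 note: positive B-score marks a calcium rise read as TRPC4 activation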
#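 system = HEK293 cells stably co-expressing mouse TRPC4beta and mu-opioid receptor | schedule = Fluo4 dye loading 45 min at room temperature, 110 s recording | measure = B-scored integrated calcium fluorescence ratio | signal = Fluo4 calcium-sensitive dye fluorescence, kinetic, 1 Hz baseline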
# ANO1 activ – TMEM16A chloride channel activators or potentiators, primary screen, cell-based, HTS | Anoctamin-1 (Mus musculus), Q8BHY3 | HEK293 TMEM16A/YFP-H148Q/I152L, iodide quench fluorescence; hits give low values | B-score at 10 µM | hit rate 0.3% among 340,000;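 active = fluorescence-ratio B-score plate-corrected deviation score at least 3 library SD below zero, with starting fluorescence score within 5 deviations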;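 note: channel opened by trigger with iodide after compound preincubation; score built on the fluorescence ratio of max minus min over baseline; more negative score means more quench and so TMEM16A activation or potentiation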
# Dyrk1A ADPGlo – rat Dyrk1A kinase inhibitors, primary screen, biochemical, single point, plate reader; AID 504441, 2011; hit rate 0.43% among 310,000; inhibition, % at 12.5 µM; ADP-Glo luminescence, NFATc1 peptide; Dual specificity tyrosine-phosphorylation-regulated kinase 1A (Rattus norvegicus), Q63470; in the data active = inhibition above about 50%;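 note: plate controls were vehicle with enzyme for no effect and no enzyme for full effect; many of its hits are not listed in these tables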
# Numbers without * were called inactive; i = inactive; · = not tested or not shown.
SMILES,TRPC4 potent,KCNQ1 block,ANO1 block,hERG protect,KCNK3 block,KCNK9 inh,HDAC3 inh,KCNQ1 act,TRPC4 agonist,ANO1 activ,Dyrk1A ADPGlo
S=C(NC1CCCCC1)N1CCN(C/C=C/c2ccccc2)CC1,i,i,i,-8,i,i,0,i,i,i,3
COC(=O)CCc1c(C)c(C#N)c2nc3ccccc3n2c1N1CCCC1,i,i,i,-4,i,i,-1,i,i,i,5
COc1ccc(C)cc1S(=O)(=O)Nc1cccc(-c2cn3cccnc3n2)c1,i,i,i,-8,i,i,-21,i,i,i,5
COc1ccc(N2CCN(C(=O)CCNS(=O)(=O)c3cccs3)CC2)cc1,i,i,i,-2,i,i,0,i,i,i,-3
C[C@H]1CC[C@@]2(O[C@@H](CCO)C[C@H](O)[C@H]2O)O1,i,i,i,-1,i,i,-2,i,i,i,8
NS(=O)(=O)c1ccc(CCNc2ncnc3c2c(-c2ccccc2)cn3-c2ccc(F)cc2)cc1,i,i,i,-7,i,i,4,i,i,i,5
O=C(NC(=S)Nc1ccc(CN2CCCCC2)cc1)c1cc2ccccc2o1,i,i,i,-1,i,i,4,i,i,i,1
Cc1nnc2sc(-c3cccc(F)c3)nn2c1=O,i,i,i,-4,i,i,-1,i,i,i,0
CCCCCC(=O)N1CC2(CC(c3cccc(NC(=O)CC(c4ccccc4)c4ccccc4)c3)=NO2)C[C@@H]1C(N)=O (stereo partly drawn),i,i,i,1,i,i,1,i,i,i,-8
COc1ccc(C(=S)Nc2ccc(N(C)C)cc2)cc1,i,i,i,-6,i,i,-7,i,i,i,5
O=C(Nc1ccccc1N1CCOCC1)c1cccc2c(Br)cccc12,i,i,i,-2,i,i,-7,i,i,i,9
O=C(O)C1CC1C(=O)Nc1nc2c(Cl)cccc2s1 (stereo not drawn),i,i,i,-4,i,i,5,i,i,i,6
CCn1c(C)c(C)c2cc(C(=O)NCCCN3CCCCC3C)ccc21 (stereo not drawn),i,i,i,-7,i,i,3,i,i,i,3
Cc1ccc(NS(=O)(=O)c2cc(C(=O)Nc3cccnc3)ccc2C)cc1,i,i,i,-4,i,i,-3,i,i,i,-5
Cc1c(C(=O)C(=O)N2CCCc3ccccc32)c2ccccc2n1C,i,i,i,-6,i,i,1,i,i,i,-6
COc1ccccc1-c1cc(C(=O)NCCc2ccccc2)no1,i,i,i,-11,i,i,3,i,i,i,-3
C=CCNC(=S)NC(CC(=O)OC)c1ccc2c(c1)OCO2 (stereo not drawn),i,i,i,-5,i,i,6,i,i,i,12
CCOC(=O)C1=C(N)N2C(=O)C(C)SC2=C(C(=O)OC)C1c1ccccc1OC (stereo not drawn),·,·,i,·,i,·,10,·,·,i,1
COc1ccc2oc(C)c(C(N)=O)c2c1,i,i,i,-11,i,i,-3,i,i,i,14
COc1ccc(NC(=O)c2ccc3c(c2)CCN3S(=O)(=O)c2ccccc2)c(OC)c1,i,i,i,-5,i,i,-3,i,i,i,-5
COCCOC(=O)/C(C#N)=C/c1cn(Cc2ccccc2)nc1-c1cccnc1,i,i,i,-18,i,i,-5,i,i,i,-3
Cc1cc(NC(=O)CSCC(=O)Nc2nc3ccccc3[nH]2)no1,i,i,i,-3,i,i,-2,i,i,i,-4
O=C(NC(=S)Nc1cccnc1)c1cccc(Br)c1,i,i,i,-6,i,i,2,i,i,i,5
CCOC(=O)C1(Cc2ccc(OC)cc2)CCN(C(=O)CN2CCCCC2=O)CC1,i,i,i,-9,i,i,-3,i,i,i,0
O=C(O)C1CCCCC1C(=O)Nc1ccc2c(c1)OCCO2 (stereo not drawn),i,i,i,-6,i,i,3,i,i,i,-8

# Going on with the list.
SMILES,TRPC4 potent,KCNQ1 block,ANO1 block,hERG protect,KCNK3 block,KCNK9 inh,HDAC3 inh,KCNQ1 act,TRPC4 agonist,ANO1 activ,Dyrk1A ADPGlo
CCOC(=O)C1=C(CN2CCN(c3ccc(F)cc3)CC2)NC(=O)NC1c1cccs1 (stereo not drawn),i,i,i,-8,i,i,-11,i,i,i,2
COC(=O)c1ccc(-c2nc(CN3CCN(Cc4cccc(C)c4)CC3)c(C)o2)cc1,i,i,i,-10,i,i,3,i,i,i,7
CCC1Oc2ccc(C)cc2N(CC(=O)NCCCN2CCCC2)C1=O (stereo not drawn),i,i,i,-7,i,i,3,i,i,i,1
CCOC(=O)C1(CC)NC(c2ccc(OC)cc2OC)C2C(=O)N(C)C(=O)C21 (stereo not drawn),i,i,i,-2,i,i,-3,i,i,i,·
C=CCn1c(SCc2ccc(C(=O)NCCO)cc2)nc2ccccc2c1=O,i,i,i,-10,i,i,-5,i,i,i,4
CCCN1C(=O)/C(=C/c2ccc(C)o2)SC1=Nc1ccc(OC)cc1,i,i,i,-5,i,i,2,i,i,i,-1
CO/N=C/c1c(-c2ccc(Cl)cc2)nc2cc(C)ccn12,i,i,i,-23,i,i,-12,i,i,i,2
Cc1cccc(-n2c(SCC(=O)N3CCC(C(=O)O)CC3)nc3ccccc3c2=O)c1C,i,i,i,-5,i,i,4,i,i,i,5
Cc1cc(C)nc(NS(=O)(=O)c2ccc(NC(=S)NC(=O)c3cccnc3)cc2)n1,i,i,i,-7,i,i,1,i,i,i,5
O=C(COC(=O)c1ccccc1)Nc1ccc2[nH]c(=O)[nH]c2c1,i,i,i,-6,i,i,5,i,i,i,0
CN(CC(=O)NCCc1ccc(S(N)(=O)=O)cc1)Cc1c(F)cccc1Cl,i,i,i,-2,i,i,3,i,i,i,1
Cc1ccc(OCC(=O)Nc2ccc3c(c2)C(=O)NC3=O)cc1,i,i,i,-8,i,i,-7,i,i,i,6
COc1ccc(/C=C2\SC(N3CCCCC3)=NC2=O)cc1,i,i,i,-1,i,i,-3,i,i,i,67*
S=c1[nH]nc(-c2cccnc2)n1-c1ccccc1,i,i,i,-8,i,i,15,i,i,i,1
COc1cc(C(=O)N/N=C2\CCS(=O)(=O)c3ccc(F)cc32)cc(OC)c1OC,i,i,i,-5,i,i,9,i,i,i,-1
CCOC(=O)C1=C(C)NC2=C(C(=O)CC(C)(C)C2)C1c1ccsc1 (stereo not drawn),i,i,i,-5,i,i,-7,i,i,i,·
COc1cccc(-c2cc(C(F)(F)F)n3ncc(S(=O)(=O)c4ccccc4)c3n2)c1,i,i,i,-5,i,i,-8,i,i,i,3
Cc1ccc(-c2cc(C(=O)N/N=C/c3ccco3)n[nH]2)s1,i,i,i,-13,i,i,6,i,i,i,2
CCn1c(C)[n+](CC(O)COCC2CC=CCC2)c2ccccc21 (stereo not drawn),i,i,i,-6,i,i,5,i,i,i,-4
O=C(c1[nH]ncc1-c1ccccc1)C1CO1 (stereo not drawn),i,i,i,-13,i,i,-7,i,i,i,·
COc1ccccc1C(=O)N(CN1CCCC1=O)c1cccc(Cl)c1,i,i,i,-5,i,i,-1,i,i,i,5
COc1ccc(Nc2nc(N)nc(CSC(=S)N3CCCCC3C)n2)cc1 (stereo not drawn),i,i,i,-4,i,i,-5,i,i,i,1
CCOc1ccc(N2CC(C(=O)N3CCCc4ccccc43)CC2=O)cc1 (stereo not drawn),i,i,i,-11,i,i,1,i,i,i,1
CCn1c(C(=O)N2CCC(Cc3ccccc3)CC2)cc2sccc21,i,i,i,-7,i,i,9,i,i,i,2
CC(C)(C)C(=O)N1CCN(c2ccc([N+](=O)[O-])c(-n3nc(-c4ccccc4)c4ccccc4c3=O)c2)CC1,i,i,i,-4,i,i,·,i,i,i,-13

# Remaining list, next part
SMILES,TRPC4 potent,KCNQ1 block,ANO1 block,hERG protect,KCNK3 block,KCNK9 inh,HDAC3 inh,KCNQ1 act,TRPC4 agonist,ANO1 activ,Dyrk1A ADPGlo
O=C(Nc1c2c(nc3ccccc13)CCCC2)c1cccc([N+](=O)[O-])c1,i,i,i,-5,i,i,-6,i,i,i,-2
CCc1ccc(N2C(=O)c3ccc4c5c(ccc(c35)C2=O)CC4)cc1,i,i,i,-3,i,i,-24,i,i,i,2
Cc1noc(C)c1CSCC(=O)NCCN1C(=O)S/C(=C\c2ccccc2F)C1=O,i,i,i,-19,i,i,7,i,i,i,-3
CC(C)c1ccc(-c2csc(NC(=O)c3cccs3)c2C(=O)O)cc1,i,i,i,-13,i,i,5,i,i,i,3
CCC(CC)C(=O)Nc1cc(C(=O)OC)cc(C(=O)OC)c1,i,i,i,-3,i,i,15,i,i,i,3
O=C(CSc1n[nH]c(-c2cc(Cl)ccc2Cl)n1)NCCN1C(=O)CSC1=O,i,i,i,-8,i,i,-2,i,i,i,4
CC(NC(=O)COC(=O)/C=C/c1ccc(Cl)cc1)c1ccccc1 (stereo not drawn),i,i,i,-10,i,i,1,i,i,i,-3
N#CCSc1ncnc2c1cnn2CCO,i,i,i,-2,i,i,-2,i,i,i,9
CCC1(C)Cc2c(sc3c2c(=O)n(C)c2nnc(SCCc4ccccc4)n32)CO1 (stereo not drawn),i,i,i,-7,i,i,1,i,i,i,-6
COc1ccc(CCNC(=O)CC2Nc3ccccc3NC2=O)cc1 (stereo not drawn),i,i,i,-11,i,i,0,i,i,i,1
Nc1nc2c(-c3ccc(Br)cc3)nnn2c2ccccc12,i,i,i,-5,i,i,-5,i,i,i,-1
CC(=O)C(Sc1ncnc2sc3c(c12)CCCC3)C(C)=O,i,i,i,-7,i,i,3,i,i,i,43
COc1ccc(CN2CCN(C(=O)c3cc(OC)c(OC)c(OC)c3)CC2)cc1OC,i,i,i,-7,i,i,6,i,i,i,5
O=c1[nH][nH]c(-c2ccccc2)c1C=Nc1ccccc1,i,i,i,-4,i,i,3,i,i,i,5

# Dyrk1A ADPGlo: entries above that show a hit.
molecule | TRPC4 potent | KCNQ1 block | KCNK3 block | KCNK9 inh | HDAC3 inh | KCNQ1 act | TRPC4 agonist | ANO1 activ | Dyrk1A ADPGlo
COc1ccc(/C=C2\SC(N3CCCCC3)=NC2=O)cc1 | i | i | i | i | -3 | i | i | i | 67*

# Not all compounds are listed; count on the stated rates, not on these rows.
